aDG glyco up: alpha-DG glycosylation activation; Pro5-aDG cells, alpha-DG glycosylation AlphaScreen (IIH6); 0% Pro5, 100% B10-LARGE cell signal; activation, % at 10 µM; actives 0.22% (n = 360,000);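 active = activation of at least 8% versus controls, or a plate z-score of at least 8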;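 also: Pro5 are CHO cells carrying HIG-tagged alpha-DG that lacks glycosylation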
MC4R ag barr: activates human MC4R beta-arrestin recruitment; actives 0.98% (n = 360,000); U2OS MC4R beta-arrestin complementation, luminescence; percent of melanotan II response, DMSO zero; AID 540308; activation, % at 8.9 µM;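 active = activation above a per-plate cutoff, the mean activation of sample wells on that plate plus 3 SD, cut at about 8% in these data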
Target sequence (P32245 whole entry, looked up): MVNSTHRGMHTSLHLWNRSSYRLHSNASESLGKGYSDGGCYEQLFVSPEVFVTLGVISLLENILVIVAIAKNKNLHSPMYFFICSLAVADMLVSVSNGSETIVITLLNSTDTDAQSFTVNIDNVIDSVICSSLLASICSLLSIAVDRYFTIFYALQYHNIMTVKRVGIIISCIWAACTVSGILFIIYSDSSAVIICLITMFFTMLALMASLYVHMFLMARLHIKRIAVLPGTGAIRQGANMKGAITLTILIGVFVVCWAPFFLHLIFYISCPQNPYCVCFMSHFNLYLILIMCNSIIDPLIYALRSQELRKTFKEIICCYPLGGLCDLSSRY
CaV13 ICDI inh: Disruptors of the CACNA1D IQ motif to Ca2+-dependent inactivation inhibitor domain association, primary screening, Förster resonance energy transfer in intact living …. HEK cells, CFP/YFP FRET ICDI-IQ, plate reader, 10 min; percent FRET-ratio fall versus neutral wells. inhibition, % at 12.3 µM. actives 0.098% (n = 340,000). AID 743397;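 active = mean replicate inhibition of at least 30% and at least 1% of replicates passing that level; inconclusive = only one of the two criteria is met; inactive = neither criterion is met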;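 also: 0% = median of the neutral control wells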
MC4R antagonist: human MC4R antagonism in cAMP assay; actives 0.48% (n = 360,000); MC4R-expressing cells, MTII-stimulated cAMP, LANCE TR-FRET; P32245; AID 540295; inhibition, % at 6.5 µM;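 active = inhibition above its plate's cutoff, the mean of tested wells on that plate plus 3 SD, cut at about 29% in these data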;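 also: 0% = Melanotan II alone and 100% = Melanotan II plus saturating MCL0020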
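material = U2OS cells stably expressing human melanocortin 4 receptor (MC4R) | also added = Melanotan II challenge | dosing = single nominal compound dose of 6.5 µM | detection = TR-FRET with Eu-cAMP and labeled anti-cAMP, 671 nm | replication = singlicate | timing = compound 30 min, challenge 1 h, detection 1 h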
H9c2 protect: modulators protecting cardiomyocytes from myocardial damage | H9c2 cardiomyocytes, H2O2 injury protection, ATPLite, 2 h | AID 588492 | actives 0.63% (n = 360,000) | protection from H2O2 cell death, % at 20 µM;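 active = compounds giving at least 50% protection of heart cells from peroxide-induced death in the single-dose screen, raw or plate-pattern-corrected value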;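 also: 0% = DMSO wells with peroxide and 100% = DMSO wells without peroxide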
m5-HT2A agonist: activates the mouse 5-HT2A serotonin receptor; CHO-K1 mHTR2A beta-arrestin complementation, luminescence; percent of 30 µM serotonin response; activation, % at 7.6 µM; actives 0.66% (n = 360,000); AID 624169;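 active = activation above a run cutoff, the mean activation of all tested compounds plus 3 SD, cut at about 14% in these data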;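 also: 0% = plate median of compound wells and 100% = 30 µM serotonin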
PDI turbidity: inhibitors of human protein disulfide isomerase. P07237. actives 0.052% (n = 350,000). PDI insulin aggregation turbidity, A650, 90 min. inhibition, % at 10 µM;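 active = mean inhibition across replicates of 30% or more, whatever share of single replicates reach that level; inconclusive = mean inhibition below 30% while every single replicate reaches 30%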;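 also: absorbance from insulin aggregation driven by PDI reduction with DTT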
Target sequence (P07237 whole entry, looked up): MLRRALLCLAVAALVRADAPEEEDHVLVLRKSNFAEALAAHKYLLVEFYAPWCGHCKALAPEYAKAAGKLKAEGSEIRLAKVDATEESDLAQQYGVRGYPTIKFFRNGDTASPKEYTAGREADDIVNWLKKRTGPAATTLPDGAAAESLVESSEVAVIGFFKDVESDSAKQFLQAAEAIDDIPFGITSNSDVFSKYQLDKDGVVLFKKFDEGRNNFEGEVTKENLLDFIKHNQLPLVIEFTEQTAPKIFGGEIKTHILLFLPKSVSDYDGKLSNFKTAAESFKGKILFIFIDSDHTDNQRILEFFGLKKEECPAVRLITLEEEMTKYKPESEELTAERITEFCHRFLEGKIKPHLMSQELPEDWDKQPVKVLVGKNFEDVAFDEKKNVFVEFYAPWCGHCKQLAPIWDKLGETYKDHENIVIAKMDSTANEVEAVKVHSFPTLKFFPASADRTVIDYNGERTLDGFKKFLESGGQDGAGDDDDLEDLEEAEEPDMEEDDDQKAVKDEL
N-glyco inh: N-linked glycosylation inhibition; D54 ERlucT glycosylation luciferase reporter, 24 h; percent of 100 nM tunicamycin response; reporter increase, % at 12.5 µM; actives 0.23% (n = 360,000); AID 588692;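 active = mean luciferase reporter signal, scaled so untreated is 0 and the glycosylation-blocking control 100, at or above a set limit in every replicate; inconclusive = mean reaches the limit but not every replicate does; inactive = mean below the limit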;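 also: luciferase carries N-glycosylation sites so blocking glycosylation raises the light; 0% = median of neutral control wells and 100% = median of 100 nM tunicamycin wells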
ABCB6 inh 2: inhibitors of human ABC transporter ABCB6 | Q9NP58 | K562-ABCB6 porphyrin accumulation, flow cytometry, 1 h; stronger effect = lower value | fluorescence ratio to DMSO, % at 10 µM | actives 0.19% (n = 360,000);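 active = fluorescence ratio to DMSO below 75%, the collection mean minus 3 SD; inconclusive = too few cells collected in the well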;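 also: signal is porphyrin accumulated inside mitochondria; 100% equals median channel fluorescence of DMSO control wells; lower ratio means ABCB6 inhibition with less porphyrin fluorescence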
Vif inh: blocks HIV Vif function. HEK293T cells, Vif self-association by quenched fluorescence, imaging, 24 h. inhibition, % at 7.49 µM. actives 0.35% (n = 340,000). AID 602346; in the data active = inhibition above about 50%, passing the limit was not always enough; inconclusive = no clear call, values can overlap the other calls; inactive = below about 31%; also: some results filed as inactive read as strong as hits
Active calls of the source: *.

Screening CC(NC(=O)c1ccccc1)C(=O)N/N=C/c1cccc([N+](=O)[O-])c1 (stereo not drawn) returned aDG glyco up -0.3, MC4R ag barr 4.3, CaV13 ICDI inh -2.0, MC4R antagonist 5.3, H9c2 protect 3.4, m5-HT2A agonist 1.4, PDI turbidity 3.8, N-glyco inh -3.4, ABCB6 inh 2 100.0 and Vif inh -3.0.
For CN1CC(=O)N(CC(=O)NCCc2ccc(F)cc2)c2ccccc2C1=O the results were aDG glyco up -0.2, MC4R ag barr 0.0, CaV13 ICDI inh -4.0, MC4R antagonist 6.2, H9c2 protect -4.4, m5-HT2A agonist 4.8, PDI turbidity 19.5, N-glyco inh -0.9, ABCB6 inh 2 100.0 and Vif inh -7.6.
Screening COCc1nnc(SCC(=O)Nc2cccc(Cl)c2C)n1-c1ccccc1 returned aDG glyco up -0.3, MC4R ag barr 0.9, CaV13 ICDI inh -5.1, MC4R antagonist 1.0, H9c2 protect 3.7, m5-HT2A agonist -0.3, PDI turbidity -5.0, N-glyco inh -1.0, ABCB6 inh 2 107.0 and Vif inh 8.0.
Screening COC(=O)c1cc(NS(=O)(=O)c2ccc3c(c2)CCC(=O)N3)cc(C(=O)OC)c1 returned aDG glyco up -0.2, MC4R ag barr -1.2, CaV13 ICDI inh -7.3, MC4R antagonist -2.4, H9c2 protect 2.3, m5-HT2A agonist 3.8, PDI turbidity -2.4, N-glyco inh 0.2, ABCB6 inh 2 94.0 and Vif inh 2.1.
Screening Cc1ccc(C)c(Cn2nnc3c(=O)[nH]c(C4CCN(C(=O)c5cccs5)CC4)nc32)c1 returned aDG glyco up -0.5, MC4R ag barr -0.1, CaV13 ICDI inh -4.8, MC4R antagonist 10.0, H9c2 protect 1.9, m5-HT2A agonist -1.1, PDI turbidity 19.2, N-glyco inh inconclusive, ABCB6 inh 2 83.0 and Vif inh -0.7.
For CN(C(=O)CSc1nnc(-c2ccc3c(c2)OCO3)o1)C1CCS(=O)(=O)C1 (stereo not drawn) the results were aDG glyco up -0.2, MC4R ag barr -3.1, CaV13 ICDI inh -6.2, MC4R antagonist 0.4, H9c2 protect 9.2, m5-HT2A agonist 6.8, PDI turbidity 8.0, N-glyco inh 1.0, ABCB6 inh 2 92.0 and Vif inh -0.1.
Cc1ccc(S(=O)(=O)N2Cc3ccccc3CC2C(=O)Nn2cnnc2)cc1 (stereo not drawn) was read as aDG glyco up -0.2, MC4R ag barr 1.4, CaV13 ICDI inh -4.5, MC4R antagonist 0.3, H9c2 protect 3.9, m5-HT2A agonist 5.4, PDI turbidity -1.4, N-glyco inh 0.4, ABCB6 inh 2 98.0 and Vif inh -3.1.
For CCCc1nc2oc3cc(OC)ccc3c(=O)c2c(=O)n1Cc1ccco1 the results were aDG glyco up 5.6, MC4R ag barr -1.1, CaV13 ICDI inh -3.3, MC4R antagonist 2.4, H9c2 protect 8.7, m5-HT2A agonist -2.4, PDI turbidity 8.6, N-glyco inh 4.0, ABCB6 inh 2 102.0 and Vif inh 1.9.
O=C(CSc1nc2ccccc2o1)NCc1ccc2c(c1)OCO2 was read as aDG glyco up 0.3, MC4R ag barr 0.7, CaV13 ICDI inh -6.1, MC4R antagonist 15.2, H9c2 protect -14.0, m5-HT2A agonist -7.9, N-glyco inh -1.5, ABCB6 inh 2 94.0 and Vif inh -9.2.
`CCCN(CC(=O)Nc1ccccc1OC)C(=O)CN1C(=O)NC2(CCCCC2)C1=O` gave aDG glyco up 0.4, MC4R ag barr 3.2, CaV13 ICDI inh -3.6, MC4R antagonist 0.8, H9c2 protect 3.8, m5-HT2A agonist 6.0, PDI turbidity -0.8, N-glyco inh -0.6, ABCB6 inh 2 101.0 and Vif inh -1.6.
Cc1nnc(SCc2nc3ccccc3[nH]2)s1 was read as aDG glyco up 0.2, MC4R ag barr -0.7, CaV13 ICDI inh -5.2, MC4R antagonist 7.9, H9c2 protect 9.4, m5-HT2A agonist -2.3, PDI turbidity -3.1, N-glyco inh 1.2, ABCB6 inh 2 101.0 and Vif inh -21.2.
Screening O=C1C2C3C=CC(C3)C2C(=O)N1c1cccc(-c2nc3ccccc3o2)c1 (stereo not drawn) returned aDG glyco up 0.2, MC4R ag barr 1.8, MC4R antagonist 12.2, H9c2 protect -10.3, m5-HT2A agonist 1.0, PDI turbidity 6.3, N-glyco inh 3.5, ABCB6 inh 2 119.0 and Vif inh 5.4.
`Nc1cc(=O)[nH]c(SCC(=O)Nc2ccc([N+](=O)[O-])cc2)n1` gave aDG glyco up 0.0, MC4R ag barr -3.2, CaV13 ICDI inh -5.5, MC4R antagonist 0.3, H9c2 protect -14.6, m5-HT2A agonist -4.5, PDI turbidity 0.7, N-glyco inh 3.7 and ABCB6 inh 2 96.0.
`Cc1cnc(C(=O)N2CCCC(N3CCN(c4cccc(C(F)(F)F)c4)CC3)C2)cn1` (stereo not drawn) gave aDG glyco up 0.1, MC4R ag barr -0.1, MC4R antagonist 14.5, H9c2 protect 1.3, m5-HT2A agonist -5.2, PDI turbidity 1.9, N-glyco inh 3.4, ABCB6 inh 2 97.0 and Vif inh -1.7.
Screening COc1ccc(-n2nc(C(=O)N(C)C)nc2-c2ccccc2)cc1 returned aDG glyco up -0.1, MC4R ag barr 0.6, CaV13 ICDI inh -5.0, MC4R antagonist 13.3, H9c2 protect 8.3, m5-HT2A agonist -2.7, PDI turbidity -27.9, N-glyco inh -1.2, ABCB6 inh 2 103.0 and Vif inh -6.3.
`CC(C)(C)C(=O)Nc1ccc(S(=O)(=O)Nc2ccccn2)cc1` gave aDG glyco up 0.7, MC4R ag barr 1.1, CaV13 ICDI inh -4.7, MC4R antagonist 11.6, H9c2 protect 1.4, m5-HT2A agonist 3.5, PDI turbidity -0.5, N-glyco inh 0.2, ABCB6 inh 2 98.0 and Vif inh 3.1.
`O=C(NCc1nnc2c(C(F)(F)F)cc(Cl)cn12)c1ccc2c(c1)OCO2` gave aDG glyco up -0.1, MC4R ag barr -0.6, CaV13 ICDI inh -6.7, MC4R antagonist 4.1, H9c2 protect 10.9, m5-HT2A agonist 3.5, PDI turbidity -3.4, N-glyco inh 3.7, ABCB6 inh 2 96.0 and Vif inh -6.8.
COc1ccc(-n2ncc3c(N(C)C4CCCCC4)ncnc32)cc1 was read as aDG glyco up 0.3, MC4R ag barr 2.9, CaV13 ICDI inh -8.1, MC4R antagonist 4.0, H9c2 protect -15.1, m5-HT2A agonist -3.5, PDI turbidity 0.8, N-glyco inh -18.8, ABCB6 inh 2 98.0 and Vif inh 5.4.
For CC1(C)C2CCC13CS(=O)(=O)NC3C2 (stereo not drawn) the results were aDG glyco up 0.1, MC4R ag barr 0.9, CaV13 ICDI inh -4.0, MC4R antagonist 7.8, H9c2 protect 8.9, m5-HT2A agonist -0.4, PDI turbidity 2.4, N-glyco inh 1.4, ABCB6 inh 2 100.0 and Vif inh 1.0.
For CCC(=O)Oc1ccc2c(C)cc(=O)oc2c1C the results were aDG glyco up -0.3, MC4R ag barr 2.6, CaV13 ICDI inh -3.1, MC4R antagonist 12.1, H9c2 protect 58.8*, m5-HT2A agonist -3.6, PDI turbidity 4.0, N-glyco inh -5.3, ABCB6 inh 2 99.0 and Vif inh -6.7.
For CSc1nnc(SCC(=O)N(C)c2c(N)n(Cc3ccccc3)c(=O)[nH]c2=O)s1 the results were aDG glyco up 0.3, MC4R ag barr -3.0, CaV13 ICDI inh -6.2, MC4R antagonist -3.0, H9c2 protect -0.5, m5-HT2A agonist 2.1, PDI turbidity -24.0, N-glyco inh 2.6, ABCB6 inh 2 97.0 and Vif inh 6.3.
Cn1c(SCC(=O)NC(C)(C)C)nc(O)cc1=O was read as aDG glyco up 0.0, MC4R ag barr -0.1, CaV13 ICDI inh -11.9, MC4R antagonist 7.4, H9c2 protect -0.6, m5-HT2A agonist -1.3, PDI turbidity 2.8, N-glyco inh 1.9, ABCB6 inh 2 103.0 and Vif inh 0.7.
`C[C@H](c1ccccc1)N1C[C@H](COCc2ccccc2)Oc2cc(N3CC[C@H](N(C)C)C3)ccc2S1(=O)=O` gave aDG glyco up 0.7, CaV13 ICDI inh -10.0, m5-HT2A agonist 0.2 and ABCB6 inh 2 99.0.
For Cn1c(=O)c2c(nc(NC(Cc3ccccc3)C(=O)O)n2Cc2ccccc2)n(C)c1=O (stereo not drawn) the results were aDG glyco up 0.0, MC4R ag barr -0.4, MC4R antagonist 15.3, H9c2 protect 10.1, m5-HT2A agonist 10.6, PDI turbidity 1.5, N-glyco inh 3.0, ABCB6 inh 2 98.0 and Vif inh -6.8.
Screening COc1ccc(C2c3sc(=O)[nH]c3SC3C(=O)N(c4ccccc4)C(=O)C32)cc1 (stereo not drawn) returned aDG glyco up -0.1, MC4R ag barr 0.0, CaV13 ICDI inh -5.1, MC4R antagonist 1.5, H9c2 protect 8.2, m5-HT2A agonist 2.4, N-glyco inh -5.7, ABCB6 inh 2 104.0 and Vif inh 21.2.
`Cc1ccc(CNC(=O)[C@H](C)N2C(=O)N3CCc4c([nH]c5ccccc45)[C@@]3(C)C2=O)cc1` gave aDG glyco up -0.3, MC4R ag barr 0.4, MC4R antagonist 3.8, H9c2 protect -8.4, m5-HT2A agonist 0.4, N-glyco inh -3.5, ABCB6 inh 2 101.0 and Vif inh -13.8.
For O=[N+]([O-])c1ccc(N/N=C/c2ccccc2)c(F)c1 the results were aDG glyco up -0.2, MC4R ag barr 12.3*, CaV13 ICDI inh -226.6, MC4R antagonist 22.2, H9c2 protect -12.0, m5-HT2A agonist -1.5, PDI turbidity 0.8, N-glyco inh -0.9, ABCB6 inh 2 97.0 and Vif inh -7.1.
Screening CCOc1ccc(NC(=O)Cn2nnc(-c3ccccc3F)n2)cc1 returned aDG glyco up -0.2, MC4R ag barr 1.1, CaV13 ICDI inh -6.6, MC4R antagonist 14.3, H9c2 protect -15.6, m5-HT2A agonist 0.5, PDI turbidity -6.0, N-glyco inh -0.3, ABCB6 inh 2 91.0 and Vif inh 12.6.
Screening Cc1ccccc1-c1nnc(SCC(=O)N(C)c2c(N)n(Cc3ccccc3)c(=O)[nH]c2=O)n1C returned aDG glyco up 0.1, MC4R ag barr -1.0, CaV13 ICDI inh -5.0, MC4R antagonist 2.5, H9c2 protect 5.0, m5-HT2A agonist -6.7, PDI turbidity 4.7, N-glyco inh 1.0, ABCB6 inh 2 103.0 and Vif inh 0.9.
Screening COc1cccc(C(=O)Nn2c(C)nnc2-n2nc(C)cc2C)c1 returned aDG glyco up 0.0, MC4R ag barr 1.5, CaV13 ICDI inh -4.3, MC4R antagonist 2.2, H9c2 protect 1.3, m5-HT2A agonist -1.9, PDI turbidity 7.1, N-glyco inh -1.9 and ABCB6 inh 2 102.0.

Source: PubChem BioAssay (several laboratories)
